Screening data from PubChem BioAssay.
FLuc counter – qHTS profiling assay for firefly luciferase inhibitor/activator using purifed enzyme and Km concentrations of substrates (counterscreen for miR-21 project); AID 588342, 2011; purified FLuc, Km substrates, luminescence inhibition; Potency, µM (titrated, usually from 57.5 µM), inactives show at the highest dose activity change, negative = inhibition, usual class: inhibitors; Luciferin 4-monooxygenase (Photinus pyralis), P08659; hit rate 6.9% among 360,000;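 also: plate controls were vehicle for no effect and reference inhibitor for full effect; nearly all actives have a fitted effect of over 55% in size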
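Purified P. pyralis luciferase, 10 nM final, with Km-level 10 uM D-luciferin and 10 uM ATP in 50 mM Tris acetate pH 7.5, 10 mM Mg acetate, 0.01% Tween-20, 0.05% BSA; 6-point qHTS titration about 60 µM downward; luminescence read.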
p53 reactivator – qHTS assay for re-activators of p53 using a Luc reporter; Potency, µM (top dose mostly 92.2 µM), inactives show top-dose activity change, positive = activation, usual class: activators; AID 504706, 2011; H1299 p53-A138V BP100-luciferase reporter, luminescence, 24 h; hit rate 0.063% among 320,000; also: % of control where 0% means no effect; nearly all actives have a fitted effect of over 45% in size
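H1299 (p53-null), stable ts p53-A138V + BP100-Luc; 1000 cells/well, Opti-MEM/10% FBS; cpd 4 pt, 1:5; 24 h, 37 deg C, 5% CO2; detection reagent 10 min RT; luminescence.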
MBNL1-CUG inh – qHTS Assay for Inhibitors of MBNL1-poly(CUG) RNA binding. TR-FRET MBNL1-His/biotin-(CUG)12 binding, 665/545 ratio. Potency, µM (doses to about 57.5 µM), without a hit: top-dose activity change, negative = inhibition, actives largely listed as inhibitors. hit rate 0.036% among 280,000; active = well fitted inhibition curve with a large enough effect in the signal ratio, with a control signal flat, not every such curve was filed as active; inconclusive = small, poorly fitted or top-dose-only effect, or effect the other way, or a change in a side signal; inactive = no such curve, though single readings can be large or run the other way; the % refers to the signal ratio; also: % is scaled to controls: 0 for no effect and ±100 for the full control effect
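Inhibition of protein-RNA binding appears as loss of TR-FRET between terbium anti-His antibody on MBNL1-His and streptavidin-XL665 on biotin-(CUG)12. Activity is normalized to buffer-only and uninhibited-complex controls.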
BRCA1 expr act – qHTS Assay to Identify Small Molecule Activators of BRCA1 Expression. MCF7-BRCA1-FFLuc reporter, luminescence, 48 h; response scale: scaled: vehicle 0%, 10 µM genistein 100%. Potency, µM (series often up to 46.1 µM), without a hit: top-dose activation, usual class: activators. hit rate 1.1% among 380,000. AID 624202, 2012; also: nearly all actives have a fitted effect of over 80% in size; some results filed as inactive show a strong effect at the top dose
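MCF7-BRCA1-FFLuc, 2000 cells/well; 2 h attach, 37 °C/5% CO2; compound 48 h; luciferase substrate 15 min; luminescence end-point. Norm. to genistein 10 microM max activation and DMSO; concentration-response curves fitted.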
ELG1 genotoxic – qHTS screen for small molecules that induce genotoxicity in human embryonic kidney (HEK293T) cells expressing luciferase-tagged ELG1; HEK293T ELG1-luciferase reporter, luminescence, 16 h; AID 504466, 2011; hit rate 1.3% among 330,000; Potency, µM (top dose mostly 46 µM), without a hit: top-dose activity change, positive = activation, actives largely listed as activators; also: % of control where 0% means no effect; nearly all actives have a fitted effect of over 60% in size
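After overnight (16 hr) compound treatment at 37 °C, ELG1-luciferase HEK293T cells were lysed with ONE-Glo; luminescence quantified 30 min later at room temperature.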
RORg inh – qHTS for inhibitors of ROR gamma transcriptional activity; Drosophila S2 Gal4-RORgamma UAS-luciferase reporter, 20 h; Potency, µM (doses to about 53.6 µM), for inactives: at the top dose activity change, negative = inhibition, most hits filed as inhibitors; hit rate 5.4% among 310,000; also: % is scaled to controls: 0 for no effect and ±100 for the full control effect; nearly all actives have a fitted effect of over 60% in size
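Drosophila Schneider cells stably carrying a metallothionein-driven Gal4 DBD–ROR gamma fusion and a UAS-Photinus luciferase reporter were exposed to compound for 1 hr, then induced with copper sulfate (700 uM final) for 20 hr at ambient temperature before luminescence reading.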
NPC1 promoter act – qHTS Assay for NPC1 Promoter Activators | Huh7 NPC1 promoter luciferase reporter, 24 h | Potency, µM (series often up to 9.22 µM), for inactives: at the highest dose activation, usual class: activators | hit rate 2.4% among 320,000;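 also: % of control where 0% means no effect; nearly all actives have a fitted effect of over 60% in size; reporter is driven by a mutant NPC1 promoter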
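Luminescence from an NPC1 promoter-driven luciferase reporter in stably transfected Huh7 cells was measured after 24 h compound treatment at 37 °C, followed by 10 min ambient incubation with luciferase detection reagent.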
CXXC DNA block – qHTS Fluorescence Polarization Assay for Inhibitors of MLL CXXC domain - DNA interaction. hit rate 0.037% among 290,000. AID 2662, 2010. Potency, µM (highest dose often 115 µM), without a hit: at the top dose activity change, negative = inhibition, most hits filed as inhibitors. Histone-lysine N-methyltransferase 2A (Homo sapiens), Q03164. MLL-CXXC / FITC-HOXA9 DNA fluorescence polarization; active = well fitted inhibition curve with a large enough effect in the polarisation, with a control signal flat, not every such curve was filed as active; inconclusive = small, poorly fitted or top-dose-only effect, or effect the other way, or a change in a side signal; inactive = no such curve, though single readings can be large or run the other way; the % refers to the polarisation
Target sequence (Q03164 whole entry, looked up, the tested form may be a part): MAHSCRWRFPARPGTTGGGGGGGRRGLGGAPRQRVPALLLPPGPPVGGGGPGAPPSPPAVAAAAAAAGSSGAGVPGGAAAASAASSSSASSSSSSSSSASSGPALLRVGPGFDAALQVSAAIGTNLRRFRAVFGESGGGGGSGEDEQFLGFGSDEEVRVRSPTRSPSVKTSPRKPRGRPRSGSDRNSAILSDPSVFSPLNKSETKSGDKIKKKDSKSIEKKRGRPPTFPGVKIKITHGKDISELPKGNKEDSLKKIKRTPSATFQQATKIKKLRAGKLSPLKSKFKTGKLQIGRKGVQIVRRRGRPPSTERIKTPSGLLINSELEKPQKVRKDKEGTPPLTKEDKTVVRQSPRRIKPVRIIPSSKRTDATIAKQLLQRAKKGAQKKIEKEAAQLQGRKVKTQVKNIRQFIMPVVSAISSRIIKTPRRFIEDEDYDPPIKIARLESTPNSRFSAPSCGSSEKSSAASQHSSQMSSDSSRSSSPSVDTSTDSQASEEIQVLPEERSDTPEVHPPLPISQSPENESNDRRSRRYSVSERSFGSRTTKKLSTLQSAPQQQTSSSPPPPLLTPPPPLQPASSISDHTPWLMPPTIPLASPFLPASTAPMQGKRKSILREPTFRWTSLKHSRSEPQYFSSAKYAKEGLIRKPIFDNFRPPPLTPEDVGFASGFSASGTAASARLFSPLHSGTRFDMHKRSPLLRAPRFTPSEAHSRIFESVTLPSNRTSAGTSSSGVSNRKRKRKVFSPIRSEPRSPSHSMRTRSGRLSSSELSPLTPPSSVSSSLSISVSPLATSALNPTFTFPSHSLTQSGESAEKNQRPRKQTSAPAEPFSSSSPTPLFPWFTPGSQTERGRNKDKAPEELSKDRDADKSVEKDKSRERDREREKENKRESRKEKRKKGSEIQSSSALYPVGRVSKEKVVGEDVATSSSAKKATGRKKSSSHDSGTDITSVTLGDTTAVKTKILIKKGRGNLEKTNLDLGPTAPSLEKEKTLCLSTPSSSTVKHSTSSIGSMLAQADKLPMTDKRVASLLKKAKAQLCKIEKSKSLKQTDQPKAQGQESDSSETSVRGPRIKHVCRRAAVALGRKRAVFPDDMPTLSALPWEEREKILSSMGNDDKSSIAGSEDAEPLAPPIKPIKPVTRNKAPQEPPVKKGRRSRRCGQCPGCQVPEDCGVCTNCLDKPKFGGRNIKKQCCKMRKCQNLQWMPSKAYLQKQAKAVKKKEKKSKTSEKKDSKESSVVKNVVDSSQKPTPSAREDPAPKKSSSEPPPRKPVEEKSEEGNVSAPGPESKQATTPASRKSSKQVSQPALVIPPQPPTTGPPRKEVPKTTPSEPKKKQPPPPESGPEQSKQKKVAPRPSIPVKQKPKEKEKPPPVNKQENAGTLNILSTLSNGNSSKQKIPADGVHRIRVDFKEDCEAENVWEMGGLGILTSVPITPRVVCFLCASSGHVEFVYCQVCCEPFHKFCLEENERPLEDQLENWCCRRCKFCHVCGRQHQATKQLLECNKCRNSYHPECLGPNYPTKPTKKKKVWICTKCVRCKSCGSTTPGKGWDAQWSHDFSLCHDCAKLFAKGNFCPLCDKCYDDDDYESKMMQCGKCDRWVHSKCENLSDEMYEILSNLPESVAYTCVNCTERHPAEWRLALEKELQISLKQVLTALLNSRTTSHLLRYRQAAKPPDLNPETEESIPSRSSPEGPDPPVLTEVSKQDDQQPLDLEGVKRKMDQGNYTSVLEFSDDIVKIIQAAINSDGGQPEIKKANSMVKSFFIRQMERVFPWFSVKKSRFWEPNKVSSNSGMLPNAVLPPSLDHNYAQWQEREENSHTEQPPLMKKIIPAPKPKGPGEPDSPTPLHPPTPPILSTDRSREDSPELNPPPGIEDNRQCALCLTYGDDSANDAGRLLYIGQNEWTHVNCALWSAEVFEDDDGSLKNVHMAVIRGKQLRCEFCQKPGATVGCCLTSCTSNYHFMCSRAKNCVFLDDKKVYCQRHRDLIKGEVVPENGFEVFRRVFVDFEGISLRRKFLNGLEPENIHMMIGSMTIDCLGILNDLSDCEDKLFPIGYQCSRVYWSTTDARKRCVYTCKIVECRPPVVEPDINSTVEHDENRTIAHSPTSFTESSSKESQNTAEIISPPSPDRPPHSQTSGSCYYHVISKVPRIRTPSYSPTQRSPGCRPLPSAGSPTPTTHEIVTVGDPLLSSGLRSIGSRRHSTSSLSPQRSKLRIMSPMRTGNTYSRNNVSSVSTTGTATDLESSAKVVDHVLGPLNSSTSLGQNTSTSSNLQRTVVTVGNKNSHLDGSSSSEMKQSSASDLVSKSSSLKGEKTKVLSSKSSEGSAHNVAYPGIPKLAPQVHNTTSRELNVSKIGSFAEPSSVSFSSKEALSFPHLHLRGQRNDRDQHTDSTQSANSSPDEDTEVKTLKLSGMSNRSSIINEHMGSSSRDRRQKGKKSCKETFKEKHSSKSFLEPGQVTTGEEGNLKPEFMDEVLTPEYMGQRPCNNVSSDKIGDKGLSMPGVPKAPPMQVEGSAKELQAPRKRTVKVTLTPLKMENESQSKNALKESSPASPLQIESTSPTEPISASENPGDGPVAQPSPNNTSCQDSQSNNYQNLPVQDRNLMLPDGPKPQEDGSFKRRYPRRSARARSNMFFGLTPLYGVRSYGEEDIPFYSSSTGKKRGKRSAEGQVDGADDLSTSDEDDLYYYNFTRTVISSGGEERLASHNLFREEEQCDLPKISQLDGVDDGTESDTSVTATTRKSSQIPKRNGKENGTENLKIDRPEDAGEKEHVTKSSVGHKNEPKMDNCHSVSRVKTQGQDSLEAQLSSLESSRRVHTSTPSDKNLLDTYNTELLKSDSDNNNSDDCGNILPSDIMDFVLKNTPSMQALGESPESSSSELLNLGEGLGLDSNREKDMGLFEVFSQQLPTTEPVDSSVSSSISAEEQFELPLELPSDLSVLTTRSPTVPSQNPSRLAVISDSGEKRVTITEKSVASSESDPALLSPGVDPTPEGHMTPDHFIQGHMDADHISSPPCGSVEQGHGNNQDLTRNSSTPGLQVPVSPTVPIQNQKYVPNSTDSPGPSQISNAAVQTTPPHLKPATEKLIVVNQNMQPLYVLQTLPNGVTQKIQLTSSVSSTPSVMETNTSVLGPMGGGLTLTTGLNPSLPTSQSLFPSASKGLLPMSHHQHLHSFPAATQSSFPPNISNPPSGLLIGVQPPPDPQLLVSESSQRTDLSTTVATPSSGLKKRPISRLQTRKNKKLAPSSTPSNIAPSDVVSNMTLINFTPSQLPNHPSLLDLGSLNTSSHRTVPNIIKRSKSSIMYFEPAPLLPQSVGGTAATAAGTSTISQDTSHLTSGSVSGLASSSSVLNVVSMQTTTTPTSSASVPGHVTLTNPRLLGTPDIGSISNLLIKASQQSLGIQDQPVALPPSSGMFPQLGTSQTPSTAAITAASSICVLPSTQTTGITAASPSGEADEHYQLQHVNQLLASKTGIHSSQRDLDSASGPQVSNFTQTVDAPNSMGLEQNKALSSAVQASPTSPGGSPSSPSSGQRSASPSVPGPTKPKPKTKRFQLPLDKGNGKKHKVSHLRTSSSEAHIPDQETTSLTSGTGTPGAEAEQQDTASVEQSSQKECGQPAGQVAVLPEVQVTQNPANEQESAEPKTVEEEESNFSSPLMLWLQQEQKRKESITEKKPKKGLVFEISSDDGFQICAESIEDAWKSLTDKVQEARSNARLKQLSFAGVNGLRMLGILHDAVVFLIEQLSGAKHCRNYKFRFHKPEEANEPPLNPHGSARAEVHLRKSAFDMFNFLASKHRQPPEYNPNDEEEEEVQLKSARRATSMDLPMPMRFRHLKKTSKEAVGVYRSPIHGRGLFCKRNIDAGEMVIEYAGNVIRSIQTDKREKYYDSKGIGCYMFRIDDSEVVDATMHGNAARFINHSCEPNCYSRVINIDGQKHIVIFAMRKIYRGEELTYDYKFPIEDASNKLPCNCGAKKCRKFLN
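Fluorescence polarization: 7 uM MLL-CXXC (stock) preincubated 5 min with compounds, then 50 nM fluorescein-HOX-A9 DNA (stock) added; 30 min ambient. Buffer 50 mM Tris-HCl pH 7.5, 50 mM NaCl, 1 mM DTT, 0.05% BSA.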
VP16 counter – VP16 counterscreen qHTS for inhibitors of ROR gamma transcriptional activity. Drosophila S2 Gal4-VP16 UAS-luciferase, luminescence, 20 h. hit rate 3.5% among 310,000. Potency, µM (highest dose often 53.6 µM), for the others: at the highest dose activity, negative = inhibition, most hits filed as inhibitors;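 also: Gal4-VP16 expression switched on by copper sulfate through the metallothionein promoter; % is scaled to controls: 0 for no effect and ±100 for the full control effect; nearly all actives have a fitted effect of over 50% in size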
Rab9 prom act – qHTS Assay for Rab9 Promoter Activators; Huh7 Rab9 promoter-luciferase reporter, luminescence, 24 h; Potency, µM (series often up to 9.22 µM), for inactives: at the highest dose activation, negative = inhibition, usual class: activators; hit rate 2.8% among 320,000; AID 485297, 2010; also: % of control where 0% means no effect; nearly all actives have a fitted effect of over 60% in size
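Rab9 promoter-driven luciferase in stably transfected Huh7 cells; 1500 cells/well rested 2 h, exposed to compound in DMSO for 24 h at 37 °C, 5% CO2. Luminescence read 10 min after adding luciferase reagent at ambient temperature.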
uPA generation – qHTS for Inhibitors of Cell Surface uPA Generation | cell surface uPA generation assay, qHTS | Potency, µM (doses to about 38.3 µM), for inactives: at the top dose activity change, negative = inhibition, hits mostly inhibitors | hit rate 0.31% among 330,000; active = well fitted inhibition curve with a large enough effect; inconclusive = small, poorly fitted or top-dose-only effect; inactive = no such curve, though single readings can be large or run the other way; tested in mouse RAW 264.7 cells; also: % is scaled to controls: 0 for no effect and ±100 for the full control effect; nearly all actives have a fitted effect of over 55% in size
* hit, by the source's call; ? = inconclusive; / = no result given; & = joins results of further samples; [ ] = dose if it differs, or a comment. Unless noted, calls follow the shape of the dose curve; as a rule, active = well fitted curve in the direction sought with a large enough effect; inconclusive = small, poorly fitted or top-dose-only effect, or another doubt; inactive = no such curve, though single readings can be large; an effect the other way counts as inactive or inconclusive. Potency is read from the fitted curve at half-maximal effect. The list is partial; the hit share may differ from the screen's.

Sequence of screens: NPC1 promoter act | CXXC DNA block | RORg inh | p53 reactivator | BRCA1 expr act | MBNL1-CUG inh | ELG1 genotoxic | uPA generation | VP16 counter | FLuc counter | Rab9 prom act
O=C(Cn1c(CO)nc2ccccc21)NC1CCCCCC1
  -1% | 3% | 27% | -1% | / | -5% | -2% | / | -3% | 1% | 0%
CC(C)C(NS(=O)(=O)c1ccc2c(c1)C(C)(C)C(=O)N2C)C(=O)NCc1ccc(F)cc1 (stereo not given)
  0% | / | -14% | / | 2% | -5% | 9% | 4% | 8% | 10% | 5%
Clc1ccccc1CSc1ncn(-c2ccccc2)n1
  3.5µM* | -6% | 26% | ? | 77% | 0% | ? | 3% | -6% | 7.6µM* | ?
O=C(CN1C(=O)c2cccnc2Oc2ccc(Cl)cc21)NCCc1ccccc1
  -2% | 37%[activator] | ? | 11% | 16% | -4% | -1% | 23% | 0% | 7%&-3% | 0%
CCOC(=O)c1sc(=NC(=O)c2cccc(OC)c2)n(C)c1C
  3.5µM* | 7% | 21% | ? | ? | 1% | 15% | -2% | 13% | ? | 1.6µM*
COc1ccc(NC(=O)c2cc([N+](=O)[O-])ccc2O)cc1
  0.002µM* | 5% | 2.2µM* | -11% | ? | ? | ? | ? | 2.8µM* | 0.13µM* | 0.0003µM*
COC(=O)c1ccc(N2CCOCC2)c(NC(=O)c2ccc3c(c2)OCCO3)c1
  -1% | -2% | -23% | 9% | -13% | -3% | -3% | 2% | 3% | 1% | 3%
CC1SCC(=O)N(CC(=O)NCCc2ccccc2)C1=O (stereo not given)
  -6% | 2% | 22% | 4% | -2% | -13% | 3% | 0% | -3% | 0% | -3%
Cc1nnc(NC(=O)c2cccc(S(=O)(=O)N3CCc4ccccc43)c2)s1
  -1% | 1% | -12% | 3% | -17% | -4% | -1% | -1% | ? | -12% | 2%
Cc1ccc(S(=O)(=O)NC(=O)Nc2ccccc2F)cc1
  -12% | 5% | -44% | 21% | 5% | -27% | 2% | 2% | -1% | -5% | 12%
COc1ccccc1NC(NC(=O)c1ccco1)C(=O)c1ccccc1 (stereo not given)
  14% | 1% | 18% | 8% | 51% | -4% | -4% | -6% | 5% | -1% | 10%
O=C(Nc1ccc(Cl)cc1)N1CCOCC1
  -2% | 7% | -38%[1.91 µM] | / | -54% | 3% | 5% | 4% | 18% | -17% | 15%
N#Cc1c(Nc2ccccc2)c(C=NCCN2CCOCC2)c[nH]c1=O
  0% | -8% | 14% | 3% | -20% | -11% | 3% | -4% | -7% | -6% | 6%
COc1ccccc1CN1CC(C(=O)NCCc2ncccc2C)CCC1=O (stereo not given)
  3% | -3% | 0% | 8% | 10% | -1% | -2% | -18% | 8% | 5% | -2%
NC(=O)C1C(c2ccccc2)=C1c1ccccc1
  -1% | -1% | 13% | 7% | -21% | -1% | -11% | / | -3% | 0% | 10%
Cc1ccc(N2CCN(S(=O)(=O)c3nnc(NC(=O)c4ccccc4)s3)CC2)cc1
  -1% | / | 0% | 6% | -6% | 7% | -2% | -6% | 1% | -1%&-2% | 3%
Fc1ccccc1N1CCN(c2nc(-c3cccs3)nc3ccccc23)CC1
  -5% | 7% | -21% | 4% | -35% | 7% | -10% | -3% | 11% | -1% | -6%
COc1cc(NC(=O)c2cc3ccccc3o2)ccc1NC(=O)c1ccco1
  -5% | -10% | -20% | 8% | 22% | -5% | -2% | 3% | -6% | -2% | -10%
CN1N=C2c3ccccc3CCC2C1c1ccc(Cl)cc1 (stereo not given)
  ? | -5% | 13% | ? | -16% | -9% | ? | 0% | 8% | 11µM* | ?
O=C(Cc1ncc(C(F)(F)F)cc1Cl)Nc1ccc(F)cc1
  1% | -5% | 3% | 4% | -32% | -7% | 0% | 2% | 21% | 2% | -3%
COc1cccc(NC(=O)CCN2C(=O)c3ccc([N+](=O)[O-])cc3C2=O)c1
  -8% | 3% | -33% | 2% | -5% | ? | 1% | 1% | 5% | -1% | -4%
Cc1ccc(-c2csc3nc(=O)c(C)nn23)cc1
  2% | -6% | -6% | 2% | 3% | -9% | 1% | -4% | -2% | 0% | -1%
Cc1cc(-c2n[nH]c(=S)n2/N=C/C(Cl)=C/c2ccccc2)n[nH]1
  26% | -3% | 8.9µM* | ? | -38% | -3% | ? | -6% | ? | -1% | ?
COc1ccc(C(=O)/C=C/c2cn(CC(O)CN3CCOCC3)c3ccccc23)cc1 (stereo not given)
  10% | 47%[activator] | 44% | 9% | 10% | ? | -7% | -9% | -5% | 15µM* | 1%
Cc1ccc(NCc2nnc(SCC(=O)Nc3ncc(C)s3)n2CC2CCCO2)c(C)c1 (stereo not given)
  3% | 0% | -1% | -2% | -16% | -5% | -9% | 1% | -11% | -7% | -1%
CCCCOC(=O)c1sc2nc(C)cc(C)c2c1N
  3.5µM* | -1% | 3% | -1% | 0% | / | ? | -1% | ? | 11µM* | 2.8µM*
CN(C(=O)COC(=O)c1ccccc1Nc1ccccc1)C1CCS(=O)(=O)C1 (stereo not given)
  -6% | 10% | 29% | -24% | 2% | -11% | -5% | -3% | -1% | 6% | -1%
O=C(NCc1cccs1)c1ccc2c(c1)OCCO2
  21% | 1% | 21% | ? | 78% | 2% | ? | / | 30% | ? | 26%
CCN(CC)CCC#CC(O)(c1ccccc1)C1CCCCC1 (stereo not given)
  -6% | -4% | -16% | -1% | 0% | -1% | -5% | -1% | -9% | 2% | 0%
CCOC(=O)c1c(NC(=O)Cn2nnc(-c3ccccc3Cl)n2)sc(C)c1C
  -5% | 2% | -6% | -34%[inhibitor] | -12% | 2% | 2% | -2% | -2% | 1% | 0%
CCOC(=O)Cn1c(=O)c(-c2ccccc2N)nc2ccccc21
  -12% | 0% | 9% | 1% | -34% | ? | -4% | 3% | 3% | -12% | 0%
COc1ccccc1N1C(=O)CC(Sc2n[nH]c(-c3cccc(C)c3)n2)C1=O (stereo not given)
  0% | 1% | 2.8µM* | -26% | -25% | 7% | 4% | -1% | 5µM* | ? | -2%
O=C(Nc1ccccc1OC(F)F)c1ccc(F)cc1
  -1% | -7% | 8% | ? | 0% | -2% | 12% | -11% | -8% | -2% | 4%
CC(C)(C)Nc1nc(Cl)nc(NCCN2CCOCC2)n1
  0% | -2% | 12% | 1% | -1% | -15% | -1% | -4% | -1% | -2% | 0%
O=c1cc(CN2CCCCC2)nc(C2CC2)[nH]1
  0% | 3% | 3% | 1% | -7% | 3% | 1% | -5% | 2% | -3% | 3%
O=[N+]([O-])c1ccc(CSc2nc3ncc(Br)cc3[nH]2)cc1
  -1% | 19% | 18% | 0% | -10% | 3% | -2% | -4% | -5% | -2% | -1%
O=C(CN1CCN(C(c2ccccc2)c2ccccc2)CC1)N1CCOCC1
  -3% | 0% | 0% | 2% | 0% | -7% | 1% | -1% | -4% | -1% | 6%
OCCNCc1cccc2ccccc12
  -11% | 0% | 9% | -5% | 10% | -2% | 0% | -1% | 2% | -3% | -3%
CCCCCCn1c(SCCOC)nc2c1c(=O)[nH]c(=O)n2C
  -4% | 8% | 0% | 3% | 54% | 2% | 12% | ? | -2% | 0% | -1%
CCC(c1nnnn1CCOC)N(Cc1cc2cc(C)c(C)cc2[nH]c1=O)CC1CCCO1 (stereo not given)
  -1% | -4% | 1% | 0% | 0% | ? | 0% | -2% | 6% | 7% | 3%
O=C(CSc1nnc(CNC(=O)c2ccccc2F)o1)NCc1ccco1
  -5% | 31%[activator] | -10% | -4% | -17% | -2% | 7% | -1% | 2% | 0% | 3%
C[C@@H](C(=O)N[C@H](C(=O)O)c1ccccc1)n1nnc2ccccc2c1=O
  1% | 15% | 0% | -3% | -28% | -11% | 2% | 2% | -3% | 5% | -1%
C=CCNC(=O)CCc1nnc(C2(c3ccc(Cl)cc3)CCC2)o1
  29% | 15% | 31% | ? | 13µM* | 0% | ? | -15% | -7% | 17µM* | 3.2µM*
CC(C)NC(=O)CSc1nncn1-c1ccccc1
  -17% | 7% | 36% | 5% | 4% | -3% | 2% | 2% | -21% | 2% | 5%
